Assay outcomes deposited in PubChem by National Center for Advancing Translational Sciences (NCATS).
G9a inh = blocks human histone lysine methyltransferase G9a. Q96KQ7. G9a H3K9 monomethylation, AlphaScreen, 2 h. Potency, µM (top dose mostly 102 µM), for the others: at the highest dose activity, negative = inhibition, hits mostly inhibitors. 350,000 compounds, 8.8% hits; note: % is set by controls: 0 for no effect and ±100 for the full control effect; nearly all actives have a fitted effect of over 75% in size
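G9a (20 nM) preincubated 15 min RT with compounds, then 500 nM biotinylated H3K9 peptide and 20 uM SAM added; 2 h RT reaction. Monomethyl-H3K9 product detected by AlphaScreen with anti-H3K9me1 antibody, streptavidin donor and anti-rabbit IgG acceptor beads.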
JMJD2A Tudor inh = JMJD2A Tudor domain (human) inhibition; Potency, µM (series often up to 114 µM), for inactives: at the top dose activity change, negative = inhibition, hits mostly inhibitors; AID 504339; 390,000 compounds, 4.4% hits; AlphaScreen JMJD2A-Tudor / H3K4me3 peptide binding; note: % is set by controls: 0 for no effect and ±100 for the full control effect; nearly all actives have a fitted effect of over 50% in size
BLM helicase inh = blocks DNA unwinding by human BLM helicase. P54132. recombinant BLM DNA unwinding, fluorescence dequenching. Potency, µM (titrated, usually from 56.1 µM), without a hit: at the highest dose activity change, negative = inhibition, hits mostly inhibitors. 350,000 compounds, 0.2% hits;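 note: plate controls were vehicle for no effect and no enzyme for full effect; nearly all actives have a fitted effect of over 35% in size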
PGK inhibitor = inhibitors of T. brucei phosphoglycerate kinase. 380,000 compounds, 0.043% hits. PGK/GAPDH coupled, Kinase-Glo luminescence, 60 min. Potency, µM (doses to about 57.5 µM), for the others: top-dose activity change, negative = inhibition, most hits filed as inhibitors. AID 602233; note: % is set by controls: 0 for no effect and ±100 for the full control effect; nearly all actives have a fitted effect of over 60% in size
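Recombinant glycosomal PGK reaction used 1,3-bisphosphoglycerate generated in-well by GAPDH (100nM final) in 100mM TEA pH 7.6, 5mM MgCl2, 0.01% Tween-20. After 60 minutes at room temperature, ATP was read by Kinase-Glo Plus luminescence end-point.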
Pin1 inh = blocks the human prolyl isomerase Pin1. Q13526. Pin1 FP peptide displacement, HiFluor488, 10 min. Potency, µM (highest dose often 115 µM), without a hit: at the top dose activity, negative = inhibition, actives largely listed as inhibitors. 390,000 compounds, 0.009% hits. AID 504891; active = well fitted inhibition curve with a large enough effect in the polarisation, with a control signal flat, not every such curve was filed as active; inconclusive = small, poorly fitted or top-dose-only effect, or effect the other way, or a change in a side signal; inactive = no such curve, though single readings can be large or run the other way; the % refers to the polarisation; note: % is set by controls: 0 for no effect and ±100 for the full control effect
Target sequence (Q13526 whole entry, looked up): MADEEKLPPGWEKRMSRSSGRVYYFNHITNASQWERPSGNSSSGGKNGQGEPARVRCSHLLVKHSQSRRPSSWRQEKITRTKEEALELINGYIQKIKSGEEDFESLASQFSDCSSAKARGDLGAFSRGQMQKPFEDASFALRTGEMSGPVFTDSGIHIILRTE
BAZ2B block = BAZ2B (human) inhibition; AlphaScreen BAZ2B-H3K14Ac peptide displacement; Potency, µM (series often up to 114 µM), for inactives: top-dose activity change, negative = inhibition, most hits filed as inhibitors; 360,000 compounds, 4.4% hits; note: % is set by controls: 0 for no effect and ±100 for the full control effect; nearly all actives have a fitted effect of over 60% in size
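Compounds, titrated to a top concentration of 110 uM, were incubated 30 min at room temperature with preformed BAZ2B/acetyl-K14 H3 peptide complex (50 nM each). Proximity signal was measured by AlphaScreen after 20 min with beads.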
HP1b binding inh = blocks HP1-beta chromodomain binding to methylated histone tails. P83916. AlphaScreen HP1-beta / biotin-H3K9me3 peptide binding. Potency, µM (top dose mostly 114 µM), without a hit: at the highest dose activity change, negative = inhibition, usual class: inhibitors. 390,000 compounds, 0.56% hits; note: nearly all actives have a fitted effect of over 70% in size; inactives centre near 23
Target sequence (P83916 whole entry, looked up): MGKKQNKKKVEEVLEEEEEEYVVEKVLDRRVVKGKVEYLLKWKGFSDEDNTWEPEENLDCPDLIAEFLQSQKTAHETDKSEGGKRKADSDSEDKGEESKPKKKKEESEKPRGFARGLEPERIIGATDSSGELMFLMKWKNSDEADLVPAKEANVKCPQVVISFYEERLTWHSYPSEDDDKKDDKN
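AlphaScreen: HP1-beta (50 nM) preformed 30 min with biotin-H3(1-18)K9me3 peptide (50 nM) in PBS pH 7.4, 0.01% Tween-20. Compound added for 30 min at RT, then streptavidin donor/nickel chelate acceptor beads (10 ug/mL) for 30 min.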
GLS inh = glutaminase GLS (human) inhibition. GLS enzymatic activity, qHTS titration. Potency, µM (doses to about 45.5 µM), for inactives: at the highest dose activity change, negative = inhibition, usual class: inhibitors. 410,000 compounds, 0.21% hits; note: % is set by controls: 0 for no effect and ±100 for the full control effect
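hKGA; 45 mM KH2PO4 pH 8.2 + 0.02% Tween-20; cpd via pin tool; 1 mM Gln soln; GluOx/HRP/Amplex Red; RT 30 min; fluor. t0 & final.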
Pol iota inh = inhibitors of human DNA polymerase iota; Pol iota fluorescent replication assay, 10 min; Potency, µM (doses to about 115 µM), for the others: at the top dose activity, negative = inhibition, actives largely listed as inhibitors; 390,000 compounds, 1% hits
Target sequence (Q9UNA4 whole entry, looked up): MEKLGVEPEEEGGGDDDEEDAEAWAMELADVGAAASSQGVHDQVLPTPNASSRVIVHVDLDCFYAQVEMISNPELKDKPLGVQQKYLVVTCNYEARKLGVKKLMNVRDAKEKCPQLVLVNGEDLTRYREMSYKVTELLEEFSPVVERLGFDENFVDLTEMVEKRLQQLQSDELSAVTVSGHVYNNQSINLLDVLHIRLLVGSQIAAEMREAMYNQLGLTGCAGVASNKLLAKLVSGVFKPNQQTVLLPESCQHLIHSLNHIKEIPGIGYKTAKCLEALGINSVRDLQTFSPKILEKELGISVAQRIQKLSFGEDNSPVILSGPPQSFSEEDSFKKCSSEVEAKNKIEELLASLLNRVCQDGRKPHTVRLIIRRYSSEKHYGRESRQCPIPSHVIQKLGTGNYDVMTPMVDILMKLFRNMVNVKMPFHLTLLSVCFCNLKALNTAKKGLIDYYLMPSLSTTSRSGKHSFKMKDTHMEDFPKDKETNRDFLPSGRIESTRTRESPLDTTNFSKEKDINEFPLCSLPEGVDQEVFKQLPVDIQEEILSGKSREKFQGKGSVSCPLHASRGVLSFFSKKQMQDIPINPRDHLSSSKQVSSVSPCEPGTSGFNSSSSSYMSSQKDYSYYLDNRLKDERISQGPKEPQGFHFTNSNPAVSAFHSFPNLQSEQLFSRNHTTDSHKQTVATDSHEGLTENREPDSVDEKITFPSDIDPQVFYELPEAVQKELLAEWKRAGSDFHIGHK
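Pol iota at 10 nM preincubated 15 min with compounds at room temperature; reaction started with fluorescent substrate, 50 nM final. Fluorescence read kinetically at 0 and 10 min; buffer-only wells as negative control.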
* = called active by the depositor; & = joins results of further samples; [ ] = dose if it differs, or a comment. Unless noted, calls come from the whole dose curve; as a rule, active = well fitted curve in the direction sought with a large enough effect; inconclusive = small, poorly fitted or top-dose-only effect, or another doubt; inactive = no such curve, though single readings can be large; an effect the other way counts as inactive or inconclusive. Potency is the fitted concentration of half-maximal effect.

`COc1ccc(CNc2nc(NC(C)=O)nn2-c2ccccc2)cc1` gave G9a inh 4.3%, JMJD2A Tudor inh -7.6%, BLM helicase inh -3.2%, PGK inhibitor 7.4%, Pin1 inh -5.4%, BAZ2B block -15.0%, HP1b binding inh 45.0%[activator], GLS inh 0.9% and Pol iota inh -14.6%.
CCOc1ccc(N(CC(=O)NCc2ccc(OC)cc2)S(=O)(=O)c2c(C)noc2C)cc1 was read as G9a inh 38.1%[0.501 µM], JMJD2A Tudor inh -20.6%, BLM helicase inh -0.7%, PGK inhibitor 7.7%, Pin1 inh -1.2%, BAZ2B block -1.9%[57.1 µM], HP1b binding inh 13.1%, GLS inh 16.2% and Pol iota inh 21.9%.
`COc1ccc(CNC(=O)CN(C(=O)c2csnn2)c2ccc(C(C)=O)cc2)cc1` gave G9a inh 23.2%, JMJD2A Tudor inh -2.5%, BLM helicase inh -8.4%, PGK inhibitor -5.5%, Pin1 inh 0.6%, BAZ2B block 1.4%, HP1b binding inh 22.4%, GLS inh -0.7% and Pol iota inh 109.9%[activator].
Screening NC(=O)CSc1nnnn1-c1ccc(OC(F)(F)F)cc1 returned G9a inh -21.8%[59 µM], JMJD2A Tudor inh -0.7%, BLM helicase inh -2.0%, PGK inhibitor -0.8%, Pin1 inh -2.8%, BAZ2B block 2.0%, HP1b binding inh 35.3%, GLS inh -0.7% and Pol iota inh -6.6%.
Screening C[C@]12CCC(=O)C=C1CC[C@@H]1[C@@H]2[C@@H](O)C[C@@]2(C)[C@H]1CC[C@]2(O)C(=O)COC(=O)CCC(=O)O returned G9a inh 1.6%, JMJD2A Tudor inh -11.7%&-21.4%, BLM helicase inh -10.2%&3.2%, PGK inhibitor -5.6%, Pin1 inh 2.1%&-7.5%, BAZ2B block 7.9%&1.4%, HP1b binding inh 52.6%&26.6%[activator], GLS inh -7.0%&2.3%&-23.1% and Pol iota inh inconclusive.
CCCCCn1c(=O)[nH]c2cc(C(=O)NCCc3ccc(OC)c(OC)c3)ccc2c1=O was read as G9a inh 0.9%, JMJD2A Tudor inh -10.0%, BLM helicase inh -8.3%, PGK inhibitor -0.2%, Pin1 inh -3.4%, BAZ2B block 7.5%, HP1b binding inh 38.8%[activator], GLS inh -5.4% and Pol iota inh -4.4%.
`Cc1ccc(C(=O)N2CCC(n3nccc3NC(=O)Nc3cccc(F)c3)CC2)cn1` gave G9a inh 15.5%, JMJD2A Tudor inh -9.0%, BLM helicase inh -2.2%, PGK inhibitor 4.4%, Pin1 inh -1.5%, BAZ2B block -5.4%, HP1b binding inh 34.5%, GLS inh 2.0% and Pol iota inh 40.6%[activator].
Screening Cc1cccnc1CCNCc1c(C(=O)N2C[C@@H](C)O[C@@H](C)C2)nc2ccc(Cl)cn12 returned JMJD2A Tudor inh -8.8%, BLM helicase inh 3.1%, PGK inhibitor 6.0%, Pin1 inh -2.4%, BAZ2B block -7.0%, HP1b binding inh 17.3%, GLS inh 3.0% and Pol iota inh 16.4%.
For CC(C)(C)OC(=O)N(c1cccc2cccnc12)S(=O)(=O)c1ccccc1Br the results were JMJD2A Tudor inh -8.2%, Pin1 inh 1.1%, HP1b binding inh 65.8%[activator] and Pol iota inh 47.2%[activator].
`OCc1cnc(SCc2ccccc2F)n1Cc1ccc(F)cc1` gave G9a inh 11.7%[59 µM], JMJD2A Tudor inh -31.9%, BLM helicase inh -0.5%, PGK inhibitor -2.4%, Pin1 inh -8.2%, BAZ2B block inconclusive, HP1b binding inh 4.6%[57 µM], GLS inh 4.4% and Pol iota inh -2.2%.
CNc1ccccc1C(=O)OC was read as G9a inh -13.2%[59 µM], JMJD2A Tudor inh -20.4%, BLM helicase inh -0.2%, PGK inhibitor inactive, Pin1 inh 0.8%, BAZ2B block 8.7%, HP1b binding inh 47.0%[activator], GLS inh 0.2% and Pol iota inh 22.2%.
`COc1ccc(Cl)cc1NC(=O)CN(C)C1CCCCC1` gave G9a inh 18.9%[12.7 µM], JMJD2A Tudor inh 48.3%[activator], BLM helicase inh -4.6%, PGK inhibitor inactive, Pin1 inh -2.9%, BAZ2B block 20.1%, HP1b binding inh 93.0%[activator], GLS inh -5.8% and Pol iota inh -4.4%.
`CCCSC1=C(C#N)C(c2ccccc2C)C(C(=O)OC)C(=O)N1` (stereo not given) gave G9a inh inconclusive, JMJD2A Tudor inh -16.7%, BLM helicase inh -1.7%, PGK inhibitor -8.9%[11.5 µM], Pin1 inh -2.0%, BAZ2B block 9.1%, HP1b binding inh 9.1%, GLS inh 33.7%[activator] and Pol iota inh 13.7%.
`CN(C)c1ccc(/C=N/NC(=O)c2cc(=O)[nH]c3ccccc23)cc1` gave JMJD2A Tudor inh -17.1%, BLM helicase inh -3.2%, PGK inhibitor -7.0%, Pin1 inh 36.0%[activator], BAZ2B block -7.2%, HP1b binding inh 9.4%[57 µM], GLS inh 29.5% and Pol iota inh inconclusive.
`COc1cc(/C=C2\C(=O)N(CCC#N)N=C2C)ccc1OCC(=O)Nc1ccccc1` gave G9a inh 22.0%[59 µM], JMJD2A Tudor inh -6.4%, BLM helicase inh -1.3%, PGK inhibitor 2.1%, Pin1 inh -1.6%, BAZ2B block 1.8%, HP1b binding inh 29.9%, GLS inh 6.8% and Pol iota inh inconclusive.

The last two compounds of the part above come first, to join the parts.
`CN(C)c1ccc(/C=N/NC(=O)c2cc(=O)[nH]c3ccccc23)cc1` gave JMJD2A Tudor inh -17.1%, BLM helicase inh -3.2%, PGK inhibitor -7.0%, Pin1 inh 36.0%[activator], BAZ2B block -7.2%, HP1b binding inh 9.4%[57 µM], GLS inh 29.5% and Pol iota inh inconclusive.
`COc1cc(/C=C2\C(=O)N(CCC#N)N=C2C)ccc1OCC(=O)Nc1ccccc1` gave G9a inh 22.0%[59 µM], JMJD2A Tudor inh -6.4%, BLM helicase inh -1.3%, PGK inhibitor 2.1%, Pin1 inh -1.6%, BAZ2B block 1.8%, HP1b binding inh 29.9%, GLS inh 6.8% and Pol iota inh inconclusive.
COc1ccc(-c2c3c(nc4sc(C(=O)Nc5ccccc5F)c(N)c24)CC(C)(C)CC3=O)cc1 was read as G9a inh 1.3%[59 µM], JMJD2A Tudor inh -2.4%, BLM helicase inh 0.6%, Pin1 inh 47.4%[activator], BAZ2B block 27.7%, HP1b binding inh 72.7%[activator], GLS inh -3.4% and Pol iota inh 22.5%.
Screening Cc1ccc(S(=O)(=O)CCC(=O)OCC(=O)N(Cc2ccccc2)C(C)C)cc1 returned G9a inh -4.2%, JMJD2A Tudor inh -9.0%, PGK inhibitor 2.4%, Pin1 inh -3.8%, BAZ2B block -4.3%, HP1b binding inh 23.5%, GLS inh -1.4% and Pol iota inh 7.6%.
Screening COc1ccccc1CCC(=O)N(C)CC(=O)Nc1ccc(Cl)c(C(F)(F)F)c1 returned G9a inh 6.7%, JMJD2A Tudor inh -12.4%, BLM helicase inh -15.1%, PGK inhibitor 1.8%, Pin1 inh 0.3%, BAZ2B block -12.2%, HP1b binding inh 16.0%, GLS inh 7.6% and Pol iota inh 1.0%.
O=[N+]([O-])c1cc(NCCO)c(N2CCCCCC2)c2nonc12 was read as G9a inh 23.1%, JMJD2A Tudor inh 6.5%, BLM helicase inh -2.2%, PGK inhibitor -5.2%, Pin1 inh -2.8%, BAZ2B block -12.6%, HP1b binding inh 19.8%, GLS inh -3.1% and Pol iota inh 6.5%.
`CCOC(=O)C1=C(N)OC2=C(C(=O)CCC2)C1c1ccccc1OCC` (stereo not given) gave G9a inh -27.0%, JMJD2A Tudor inh -5.3%, BLM helicase inh -3.0%, PGK inhibitor 2.9%, Pin1 inh 9.1%, BAZ2B block -33.9%, HP1b binding inh 21.9% and Pol iota inh 10.2%.
`Cc1ccsc1CNC1C2CC3CC(C2)CC1C3` (stereo not given) gave G9a inh -32.8%, JMJD2A Tudor inh -8.0%, BLM helicase inh -1.8%, PGK inhibitor -3.7%, Pin1 inh -3.6%, BAZ2B block -4.5%, HP1b binding inh 14.8%, GLS inh 3.9% and Pol iota inh 155.7%[activator].
CCOc1ccc(NC(=O)C2CC(=O)N(Cc3ccco3)C2)cc1 (stereo not given) was read as G9a inh 14.6%[12.7 µM], JMJD2A Tudor inh -4.9%, PGK inhibitor -6.8%, Pin1 inh 0.8%, BAZ2B block 3.5%, HP1b binding inh 45.7%[activator], GLS inh -8.9% and Pol iota inh 8.7%.
`Cc1nc(C)c(-c2ccc(SCc3ccccc3F)nn2)s1` gave G9a inh -2.9%, JMJD2A Tudor inh 4.7%, BLM helicase inh -2.6%, PGK inhibitor -7.1%, Pin1 inh -0.8%, BAZ2B block -15.5%, HP1b binding inh 38.6%[activator], GLS inh 2.5% and Pol iota inh 2.3%.
Screening Cn1cccc1C(=O)OCC(=O)NCCc1ccccc1 returned JMJD2A Tudor inh -11.5%, PGK inhibitor -0.3%, Pin1 inh -2.4%, HP1b binding inh 21.5%, GLS inh -0.9% and Pol iota inh -8.3%.
For Fc1ccccc1Nc1nc2ccccc2o1 the results were G9a inh 36.3%, JMJD2A Tudor inh 6.2%, BLM helicase inh -3.6%, PGK inhibitor inconclusive, Pin1 inh 13.2%, BAZ2B block 2.1%, HP1b binding inh 4.8%, GLS inh 9.5% and Pol iota inh 9.4%.
CCc1ccc(CNC(=O)CCn2ccc3cc(S(=O)(=O)N4CCCC4)ccc32)cc1 was read as G9a inh 13.0%, JMJD2A Tudor inh -11.0%, BLM helicase inh -8.4%, PGK inhibitor inactive, Pin1 inh 0.5%, BAZ2B block -13.0%, HP1b binding inh 53.4%[activator], GLS inh -12.8% and Pol iota inh inconclusive.
`N#Cc1c(NC(=O)CSc2ncn[nH]2)sc2c1CCCCC2` gave G9a inh -9.4%[12.7 µM], JMJD2A Tudor inh -33.5%, BLM helicase inh -6.4%, PGK inhibitor -7.6%, Pin1 inh -0.3%, BAZ2B block -6.1%, HP1b binding inh 7.9%, GLS inh 13.8% and Pol iota inh 8.3%[58.9 µM].
Screening CCCCn1c(N)c(N(CCOC)C(=O)CN(C)S(=O)(=O)c2ccc(F)cc2)c(=O)[nH]c1=O returned G9a inh -30.4%, JMJD2A Tudor inh 2.1%, PGK inhibitor -8.7%, Pin1 inh -1.6%, BAZ2B block 11.2%, HP1b binding inh 21.8%, GLS inh 0.2% and Pol iota inh 23.6%.

This is a subset; rates above refer to the full screens.
